Bioassay records as filed in PubChem.
HIF-2a inh: HIF-2a inhibition; 786-0 RCC cells HIF-2a reporter, luciferase luminescence, overnight; inhibition, % at 18.8 µM; 360,000 tested, 0.72% active;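 active = inhibition of the luminescence signal of 40% or more relative to plate controls, in a single-dose primary screen at 18.75 µM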
CaV13 ICDI inh: Disruptors of the CACNA1D IQ motif to Ca2+-dependent inactivation inhibitor domain association, primary screening, Förster resonance energy transfer in intact living … | 340,000 tested, 0.098% active | AID 743397 | HEK cells, CFP/YFP FRET ICDI-IQ, plate reader, 10 min; percent FRET-ratio fall versus neutral wells | inhibition, % at 12.3 µM;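 active = mean replicate inhibition of at least 30% and at least 1% of replicates passing that level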;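 note: 0% = median of the neutral control wells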
hiPSC survival: hiPSC single-cell survival enhancement | ATPlite luminescence; 100% = ROCK inhibitor wells, 0% = DMSO | survival enhancement, % at 20 µM | 360,000 tested, 0.044% active; in the data active = survival enhancement above about 18%;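 note: cells exposed to compounds for 16 hours before the ATP read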
MITF TRPM1 inh: inhibitors of MITF-driven TRPM1 promoter in melanoma cells; SK-MEL-5 TRPM1 promoter luciferase, 24 h; inhibition, % at 12.5 µM; 330,000 tested, 0.83% active;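 active = mean inhibition across replicates of 60% or more, whatever share of single replicates reaches that level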; note: values of inactives mirror those of a sister screen read the other way
NR2E3 ag-1: activates human NR2E3 receptor | Q9Y5X4 | CHO-S Gal4-NCOR/VP16-NR2E3 two-hybrid, luciferase | inhibition of corepressor binding, % at 3.98 µM | 360,000 tested, 0.35% active | AID 602229;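 active = inhibition above the mean of all tested compounds plus 3 SD, cut at about 70% in these data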;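 note: 0% = DMSO with NR2E3 transfected cells and 100% = cells lacking NR2E3 construct; higher means lower luciferase signal from less NR2E3 corepressor binding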
Target sequence (Q9Y5X4 whole entry, looked up, the tested form may be a part): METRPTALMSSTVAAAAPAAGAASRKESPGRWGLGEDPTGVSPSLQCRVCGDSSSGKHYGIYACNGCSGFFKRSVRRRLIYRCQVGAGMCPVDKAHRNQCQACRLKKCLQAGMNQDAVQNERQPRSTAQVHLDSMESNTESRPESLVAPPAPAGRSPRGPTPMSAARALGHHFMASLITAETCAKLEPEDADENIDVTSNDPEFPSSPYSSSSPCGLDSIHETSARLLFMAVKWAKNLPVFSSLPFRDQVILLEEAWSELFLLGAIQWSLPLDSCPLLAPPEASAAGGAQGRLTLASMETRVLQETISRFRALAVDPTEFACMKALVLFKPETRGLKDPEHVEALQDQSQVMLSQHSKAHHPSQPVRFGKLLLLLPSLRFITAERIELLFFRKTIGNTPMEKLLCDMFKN
NR2E3 ag-2: NR2E3 (human) agonism; GST-NR2E3/biotin-RetCOR TR-FRET, 1536-well; inhibition of corepressor binding, % at 4.78 µM; 320,000 tested, 0.12% active; AID 2300;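 active = percent inhibition above the cutoff of mean plus 3 SD of all tested compounds, set per screening campaign, cut at about 20% in these data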;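 note: 0% = DMSO wells and 100% = biotin wells as full block of FRET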
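System: GST-NR2E3 and biotin-RetCOR proteins; probe or stimulus: 7 nM biotin-RetCOR; doses: compound at 4.8 µM, single dose; schedule: Compound–protein incubation for 5 h at 4 °C; detection: time-resolved FRET; read-out: percent inhibition; controls: biotin wells as high control, 0.6% DMSO wells as low control; format: 1536-well plates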
Shn3 inh set2: Schnurri-3 reporter inhibition in Clone20 osteoblasts | Clone20 osteoblast Shn3 3'UTR firefly luciferase, 24 h | inhibition, % at 12.5 µM | 360,000 tested, 0.52% active | AID 588674;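 active = mean inhibition of at least 75% with every replicate also reaching 75%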;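 note: 0% = median of neutral control wells and 100% = pilot-screen positive control compound; some compounds past the cut are filed as inactive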
Peg3 prom inh: Peg3 promoter activity inhibition; HeLa PEG-Prom luciferase reporter, luminescence, overnight; 360,000 tested, 1.7% active; inhibition, % at 20 µM;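 active = inhibition of at least 50% at 20 µM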
m5-HT2A agonist: agonists of mouse serotonin 5-HT2A receptor (HTR2A); CHO-K1 mHTR2A beta-arrestin complementation, luminescence; percent of 30 µM serotonin response; activation, % at 7.6 µM; 360,000 tested, 0.66% active;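 active = activation above a run cutoff, the mean activation of all tested compounds plus 3 SD, cut at about 14% in these data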;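 note: 0% = plate median of compound wells and 100% = 30 µM serotonin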
PDI inh: PDI (human) enzyme inhibition. P07237. PDI insulin aggregation turbidity, A650, 90 min. inhibition, % at 10 µM. 350,000 tested, 0.052% active;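 active = mean inhibition across replicates of 30% or more, whatever share of single replicates reach that level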;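 note: absorbance from insulin aggregation driven by PDI reduction with DTT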
Target sequence (P07237 whole entry, looked up): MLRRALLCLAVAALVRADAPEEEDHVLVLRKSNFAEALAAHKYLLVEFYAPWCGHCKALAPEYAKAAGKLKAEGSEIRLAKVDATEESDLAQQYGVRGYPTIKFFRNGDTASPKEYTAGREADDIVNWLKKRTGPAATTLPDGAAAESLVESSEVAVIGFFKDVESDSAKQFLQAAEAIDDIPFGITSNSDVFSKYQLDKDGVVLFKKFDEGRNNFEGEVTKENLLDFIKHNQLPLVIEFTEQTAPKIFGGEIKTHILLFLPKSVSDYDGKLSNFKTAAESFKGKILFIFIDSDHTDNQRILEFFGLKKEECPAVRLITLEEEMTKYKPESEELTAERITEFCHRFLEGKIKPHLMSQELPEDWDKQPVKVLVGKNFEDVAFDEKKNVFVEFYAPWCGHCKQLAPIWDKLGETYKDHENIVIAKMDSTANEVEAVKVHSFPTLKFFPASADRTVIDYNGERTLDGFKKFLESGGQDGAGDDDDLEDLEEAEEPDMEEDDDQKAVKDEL
H9c2 protect: modulators protecting cardiomyocytes from myocardial damage; H9c2 cardiomyocytes, H2O2 injury protection, ATPLite, 2 h; protection from H2O2 cell death, % at 20 µM; AID 588492; 360,000 tested, 0.63% active;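 active = compounds giving at least 50% protection of heart cells from peroxide-induced death in the single-dose screen, raw or plate-pattern-corrected value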;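 note: 0% = DMSO wells with peroxide and 100% = DMSO wells without peroxide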
An asterisk follows results filed as active; . = no result given. Rows were taken by chance; overall some 3.9% were active at least once.

no.	structure	HIF-2a inh	CaV13 ICDI inh	hiPSC survival	MITF TRPM1 inh	NR2E3 ag-1	NR2E3 ag-2	Shn3 inh set2	Peg3 prom inh	m5-HT2A agonist	PDI inh	H9c2 protect
1	NS(=O)(=O)c1ccc(Nc2ccc([N+](=O)[O-])c3nonc23)cc1	14	-3	-0.4	5	-14	-1	-5	4	-4	-1	-6
2	CC(NC(=O)CSc1ccccc1C(=O)O)C1CC2CCC1C2 (stereo not given)	14	1	-1.3	-5	-18	3	2	-1	4	10	9
3	COc1cccc(/C=C2\SC(=S)N(CCC(=O)NCCc3ccc(O)cc3)C2=O)c1	29	-2	-0.6	-2	-9	-2	-5	95*	-1	11	-14
4	O=C(CSc1nnc(-c2ccc(F)cc2)c2ccccc12)Nc1ccccc1Cl	11	-3	-0.2	5	-9	-2	9	17	-7	1	2
5	O=C(Cc1ccc([N+](=O)[O-])cc1)NNC(=O)c1cccs1	9	-2	0.0	-1	-18	1	-4	-2	5	7	5
6	O=C(Cn1nc(Cc2ccncc2)c2ccccc2c1=O)N1CCc2ccccc2C1	7	-2	-3.1	.	10	7	-12	12	7	.	32
7	COc1ccccc1/C=C(/C#N)C(=O)O	-2	-20	-0.7	-5	-5	.	-2	1	-2	3	2
8	Cc1c(C(=O)N(C)c2ccc(Cl)cc2)cnn1-c1ccccc1	-213	-6	0.0	-38	-45	2	-24	-135	-2	1	5
9	CC(C(=O)NC(C)(C)C)N(C(=O)CS(=O)CC(=O)Nc1ccc(F)cc1)C1CCCC1 (stereo not given)	6	-3	0.5	3	10	1	5	8	6	10	-5
10	Cc1cc(NS(=O)(=O)c2ccc(NC(=O)CCCOc3ccc(Cl)cc3)cc2)no1	19	.	-2.2	9	-24	3	15	-3	4	-3	10
11	CSc1nc(SCC(=O)O)c2c3c(sc2n1)COC(C)(C)C3	7	-15	1.8	-6	7	12	.	2	0	-1	0
12	O=C(O)CC/C(=C\c1ccc(N2CCOCC2)c([N+](=O)[O-])c1)c1nc2ccccc2s1	-33	-4	-0.7	-3	13	.	3	3	-5	16	6
13	Fc1cccc2sc(Nc3nc4cc5c(cc4s3)OCO5)nc12	-193	-3	-3.6	-71	-190	2	-66	-327	11	-19	-11
14	CCOC(=O)c1sc(=S)sc1SCc1cccc(C(F)(F)F)c1	-11	-6	0.8	17	8	2	12	3	2	-3	-10
15	CCOc1ccc(S(=O)(=O)NC2CCCC2)cc1C	17	.	-0.2	13	18	-1	11	15	-5	1	-6
16	COc1ccc(NC(=O)CCCC(=O)OCC(=O)c2cccc(OC)c2)cc1	6	-2	0.6	10	-13	3	-17	6	6	0	-4
17	CC(C)c1cc(C(=O)N2CCCC(C(=O)c3ccc4ccccc4c3)C2)on1 (stereo not given)	8	-2	-0.4	6	-18	-1	16	23	-5	5	-14
18	Cn1c(-c2ccc(F)cc2)cnc1NCc1ccc(F)cc1	-13	.	-4.0	-10	-11	-3	-30	-4	-2	-5	-1
19	COc1ccccc1Cc1noc(C(C)(C)NC(=O)c2ccccc2)n1	4	-5	0.2	7	15	0	13	9	-2	-6	3
20	CC(C)Oc1cccc(C(=O)Nc2ncn[nH]2)c1	-23	-2	-0.6	1	5	2	-9	-26	-5	6	-2
21	O=C(Cc1ccc(Cl)cc1)c1ccc(O)cc1	-299	-16	-0.5	-66	-124	-6	-92	-297	-1	3	-2
22	O=C(O)c1ccc(-n2c(O)c(C=C3N=c4ccccc4=N3)sc2=S)cc1	-1	0	-0.3	12	4	1	.	3	-3	-7	6
23	COc1ccccc1N(C)S(=O)(=O)c1ccc(Cl)c(C(=O)NC2=NCCS2)c1	3	1	-0.7	-9	1	2	3	9	3	-1	0
24	O=C(c1ccc(Cl)c(S(=O)(=O)N2CCOCC2)c1)N1CCN(Cc2ccccc2)CC1	5	-3	1.1	-2	-16	-2	6	2	-2	2	-6
25	COc1cc(CCC(=O)Nc2nnc(-c3cccnc3)s2)cc(OC)c1OC	15	1	-1.2	1	-1	-1	-3	0	-3	-13	11
26	O=C(Nc1cccc(C(=O)Nc2ccc(F)cc2F)c1)c1ccccc1	-56	-5	-0.5	-13	-32	6	-1	-42	-1	-3	0
27	CCC(C)(C)NC(=O)C1CCN(c2nc(OC)nc(OC)n2)CC1	15	-4	0.9	-2	7	-3	-22	5	0	-6	7
28	CC1(C)CC(=O)C2=C(C1)c1c(ccc3ncccc13)NC2c1cccs1 (stereo not given)	28	-5	2.5	47	-25	2	16	17	-6	2	11
29	CC(C)CCNC(=O)NC(=O)COc1c(F)c(F)cc(F)c1F	-11	.	1.2	-11	-15	-2	-2	-13	0	-3	-9
30	OCCNCCCOc1ccc(Cl)cc1Br	-7	-5	0.7	-5	-2	-3	11	-2	-1	4	4
31	O=C(NCc1ccc2c(c1)OCO2)c1ccccc1Cl	-40	-5	0.0	-6	5	2	-18	-5	-3	12	-4
32	O=C1OC(c2ccc(O)cc2)(c2ccc(O)cc2)c2ccccc21	23	-6	-0.5	-3	-28	-2	2	20	3	3	11
33	O=C1C2C(C(=O)N1c1ccccc1)N1CCCN1C2c1ccccc1 (stereo not given)	16	-5	-0.1	-3	-3	1	-9	6	-2	14	0
34	O=C1CC(N2CCN(c3ccc(Cl)cc3)CC2)C(=O)N1c1ccc(F)cc1 (stereo not given)	6	-5	-0.8	4	-38	4	2	6	4	-13	4
35	COc1cccc(CNC(=O)C2CCN(S(=O)(=O)c3ccc(Br)s3)CC2)c1	21	-4	0.3	-3	20	2	15	16	7	7	-10
36	COc1ccc(OC)c(C2CC(=O)Nc3c2c(=O)[nH]c2ncnn32)c1 (stereo not given)	20	-1	0.1	-6	-3	6	-18	0	0	-6	5
37	CC(CCc1ccccc1)NC(=O)CN1CCc2ccccc2C1 (stereo not given)	16	-18	-0.5	-2	35	0	-39	-6	25*	2	10
38	COc1ccc(C2C(C(C)=O)=C(O)C(=O)N2CCc2ccccc2)c(OC)c1 (stereo not given)	7	-5	-1.7	10	8	3	8	-8	0	-3	-7
39	COc1ccc(/C=C(\NC(=O)c2cccs2)C(=O)Nc2cccc3ccccc23)cc1OC	12	-6	1.6	13	-6	0	6	7	6	-3	12
40	CC(C)CC1(C(=O)NCc2cc(F)cc(C(F)(F)F)c2)C=CCN1C(=O)c1ccccc1 (stereo not given)	3	-11	-0.7	14	-16	0	21	12	8	-6	2
41	Cc1cccnc1NC(=O)c1ccc(OCc2c(C)noc2C)cc1	-82	-9	-0.3	-22	-42	1	-9	-107	2	1	-1
42	CCc1nc2ccccc2c(=O)n1NCCc1ccccc1	-19	-7	-2.9	-4	-12	0	-10	-24	0	-9	-7
43	Cc1ccc(CNc2oc(C)nc2C#N)cc1	-4	-5	-0.7	0	-14	2	-17	6	3	-8	0
44	COc1ccc2oc(C(=O)NCCC(C)C)c(C)c2c1	-263	-8	-0.3	-93	-155	3	-88	-333	1	4	-4
45	CCCCc1ccc(NC(=O)CN2C(=O)C3CCCCC3C2=O)cc1 (stereo not given)	-30	-2	1.0	-8	-13	-1	-65	-27	4	7	-9
46	C=CCNC(=S)NNC(=O)C(CCC(C)C)CC(C)(C)O (stereo not given)	-7	-5	3.4	5	18	0	-6	-12	7	1	-7
47	Cc1cc(-n2c(C)cc(C(=O)CN3C(=O)NC4(CCCCC4)C3=O)c2C)no1	-30	-8	-0.6	9	-32	-1	8	-8	-1	-4	12
48	CC1(c2nnc(-c3cccc(Cl)c3)o2)CC(c2ccc(Br)cc2)=NO1 (stereo not given)	1	-5	-0.6	-10	12	1	-1	-7	2	1	-8
49	Cc1ccc(CSc2nnc(CS(=O)Cc3ccc(Cl)cc3Cl)n2C)cc1 (stereo not given)	0	-7	-0.4	16	-8	-1	27	11	-4	10	-3
50	Brc1ccc(-c2csc(/N=C/N3CCOCC3)n2)cc1	-260	-6	4.8	-27	-107	2	-61	-352	3	-8	-9
51	O=C(N[C@@H](Cc1ccccc1)C(=O)OCc1ccccc1)c1nc[nH]c1C(=O)NC1CCNCC1	-2	-5	-0.4	-30	8	1	-6	-24	-3	-3	9
52	CCOCCCNC(=S)N1CCCN(c2nc3cc(C)cc(C)c3cc2C#N)CC1	3	-5	-0.7	7	4	0	-10	25	-4	2	-7
53	O=C(Nc1cccnc1Cl)c1cc(-c2ccccc2O)on1	-226	-2	-0.7	-87	-24	-4	-40	-328	4	13	-2
54	CCCCn1c(N)c(N(CC)C(=O)c2cc(S(=O)(=O)N3CCN(CC)CC3)ccc2Cl)c(=O)[nH]c1=O	5	.	-0.3	6	-18	2	-7	-3	-3	3	3
55	CCOC(=O)c1ccc(-n2c(N)c(C(=O)NCC3CCCO3)sc2=S)cc1 (stereo not given)	4	-5	1.4	9	-8	-2	6	19	-3	3	-3
56	CC1CCc2c(C(=O)NCc3cccnc3)csc2C1 (stereo not given)	5	-8	-2.2	-6	39	-1	13	-15	-3	-6	11
57	CCOC(=O)c1c(-c2ccc(C)cc2)csc1/N=C/N(C)C	10	1	9.1	8	22	0	1	14	-5	-2	-5
58	CCOC(=O)CNC(=O)COc1coc(CN2CCN(c3ccccc3)CC2)cc1=O	10	-7	0.2	8	-10	0	-1	3	7	-2	-1
59	COC(=O)[C@@H](NC(=O)Nc1ccc(S(N)(=O)=O)cc1)C(C)C	2	-4	0.9	-12	2	-2	-13	8	2	7	0
60	CC(C)Cc1nnc(NC(=O)C2CSC3(C)CCC(=O)N23)s1 (stereo not given)	11	-6	0.5	-7	4	1	1	13	0	-1	-3

New compounds follow
no.	structure	HIF-2a inh	CaV13 ICDI inh	hiPSC survival	MITF TRPM1 inh	NR2E3 ag-1	NR2E3 ag-2	Shn3 inh set2	Peg3 prom inh	m5-HT2A agonist	PDI inh	H9c2 protect
61	CCOC(=O)CSc1nnc(CNC(=O)c2ccc([N+](=O)[O-])cc2)n1C	20	-5	0.0	-7	10	5	-69	26	0	-3	2
62	CCCCN1C(=O)CCC(C(=O)O)C1c1ccccc1 (stereo not given)	7	-3	1.2	-1	-13	0	11	23	-2	7	2
63	COc1cc2c(OC(C)=O)c3c(c(-c4ccc5c(c4)OCO5)c2cc1OC)C(=O)OC3	-46	.	1.2	.	81*	2	81	78*	11	.	23
64	CN1CCN(NC(=O)Nc2cccc(F)c2)CC1	-59	-3	-0.4	-12	-34	3	11	-60	5	-5	-4

Filtered by structure: those above with a CF3 group (2)
no.	structure	HIF-2a inh	CaV13 ICDI inh	hiPSC survival	MITF TRPM1 inh	NR2E3 ag-1	NR2E3 ag-2	Shn3 inh set2	Peg3 prom inh	m5-HT2A agonist	PDI inh	H9c2 protect
14	CCOC(=O)c1sc(=S)sc1SCc1cccc(C(F)(F)F)c1	-11	-6	0.8	17	8	2	12	3	2	-3	-10
40	CC(C)CC1(C(=O)NCc2cc(F)cc(C(F)(F)F)c2)C=CCN1C(=O)c1ccccc1 (stereo not given)	3	-11	-0.7	14	-16	0	21	12	8	-6	2
